# Screens deposited in PubChem by National Center for Advancing Translational Sciences (NCATS).
# AT treatment: candidate therapy for ataxia-telangiectasia | […] A-T fibroblasts, KAP-1 phosphorylation AlphaLISA; neocarzinostatin DNA damage 30 min before lysis | Potency, µM (series often up to 57.5 µM), for the others: top-dose activation, most hits filed as activators | 320,000 compounds, 0.19% hits; note: potency is the fitted concentration of half-maximal effect; % of control where 0% means no effect; nearly all actives have a fitted effect of over 45% in size
#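 ATM-like activity read as KAP-1 phosphorylation via AlphaLISA donor/acceptor antibody pairs after lysis and 6 hr at 25C. Cells were ATM-null patient fibroblasts ([…], hTERT), dosed 60 min, then exposed to the DSB inducer NCS for 30 min.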
# hERG WT inh: inhibitors of human wildtype KCNH2 potassium channel; AID 720551; Q12809; U2OS, BacMam KCNH2, thallium flux FluxOr; hits give low values; activity change, % at 1.84 µM; 340,000 compounds, 0.37% hits;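 active = maximum activity change below -70%; inconclusive = maximum activity change between -70% and -50%; inactive = maximum activity change above -50%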; note: % is set by controls: 0 for no effect and ±100 for the full control effect
#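 U2OS cells were transduced with wild-type KCNH2 virus (2.03 x 10^8 / mL) for 4 h at room temperature, then cultured overnight at 37 C. Thallium flux was read with FluxOr dye. Rate constants were normalized to DMSO controls.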
# KCNH2 3.1 inh: inhibitors of human KCNH2 3.1 potassium channel isoform; AID 720553; U2OS KCNH2 3.1, thallium flux FluxOr; hits give low values; 340,000 compounds, 0.95% hits; activity change, % (tested at about 1.8 µM);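 active = maximum activity change below -70%; inconclusive = maximum activity change from -70% to -50%; inactive = maximum activity change above -50%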;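 note: thallium influx rate constant from kinetic fluorescence after stimulation buffer; % is set by controls: 0 for no effect and ±100 for the full control effect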
#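 Kinetic fluorescence (2 min after stimulation buffer) measures Tl+ influx through KCNH2 3.1 expressed by viral transduction in U2OS cells; the rate constant is normalized against DMSO controls serving as positive and negative references.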
# ELG1 DNA repair: ELG1-dependent DNA repair inhibition. 330,000 compounds, 2.3% hits. AID 504467. Potency, µM (top dose mostly 46.1 µM), for inactives: at the highest dose activity change, negative = inhibition, hits mostly inhibitors. HEK293T ELG1-luciferase reporter, luminescence, 16 h; DNA damage induced by 5-fluorouridine; note: potency is the fitted concentration of half-maximal effect; % is set by controls: 0 for no effect and ±100 for the full control effect; nearly all actives have a fitted effect of over 55% in size
#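 In this reporter screen, reduction of luminescence relative to DMSO vehicle indicated activity. Compounds and 5-fluorouridine were added together to 2,000 cells per well, incubated for 16 hr at 37 °C, then developed with ONE-Glo.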
# TCR act: activators of T cell receptors; Potency, µM (doses to about 9.22 µM), inactives show at the top dose activation of IL-2 secretion, usual class: activators; primary human leukocytes, anti-CD3, IL-2 HTRF, 48 h; AID 504894; 330,000 tested, under 10 active; note: % of control where 0% means no effect
#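 1) Mix primary human leukocytes, a-CD3 beads and compound. 2) Incubate 48 hr. 3) Add HTRF IL-2 reagents (a-IL-2-K, a-IL-2-d2).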
# Eya2 inh: inhibitors of human Eya2 phosphatase activity; O00167; recombinant Eya2, OMFP fluorescence dephosphorylation (OMFP is methylfluorescein phosphate); Potency, µM (top dose mostly 76.9 µM), for the others: top-dose activity, negative = inhibition, hits mostly inhibitors; 330,000 compounds, 0.006% hits; AID 488837; note: potency is the fitted concentration of half-maximal effect; % is set by controls: 0 for no effect and ±100 for the full control effect
#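 Eya2 (0.2 uM) preincubated 10 min at ambient with compound, then OMFP substrate added at 50 uM; 10 min reaction in 50 mM HEPES pH 7.5, 50 mM NaCl, 5 uM MgCl2, 0.05% BSA, 1 mM DTT. Fluorescence read at Ex 485/Em 525 nm.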
# Mito fusion act: mitochondrial division inhibition or fusion activation. Potency, µM (doses to about 46.1 µM), without a hit: at the top dose growth rescue (activation), actives largely listed as activators. S. cerevisiae fusion-defective mutant growth rescue, CellTiterGlo 48 h. 320,000 compounds, 0.23% hits;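 note: potency is the fitted concentration of half-maximal effect; % of control where 0% means no effect; nearly all actives have a fitted effect of over 45% in size; temperature-sensitive fusion mutants such as fzo1-1 at 37 °C on non-fermentable ethanol glycerol medium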
#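 Read-out: ATP-based luminescence (CellTiterGlo, 10 min ambient) reporting growth of fusion-defective ts yeast after 48 hours at 37C on glycerol/ethanol YPEG medium in the presence of compound.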
# TSHR antagonist: antagonists of human thyroid stimulating hormone receptor. TSHR-expressing cells, TSH-stimulated cAMP HTRF, 2 h; hits give low values. 330,000 compounds, 0.2% hits. P16473. activity change, negative = inhibition, % at 11.5 µM. AID 504810;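 active = activity change below a set negative limit, meaning inhibition stronger than a set level, cut at about -70% in these data; inconclusive = activity change between two set negative limits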; note: % is set by controls: 0 for no effect and ±100 for the full control effect
#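 TSHR-expressing cells were treated with compounds, then stimulated with TSH at EC80 (4nM final) for 2 hours at 37 deg C. Cellular cAMP was measured by HTRF competition between lysate cAMP and cAMP-d2 for a cryptate-labelled anti-cAMP antibody.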
# TRPV1 agonist: activates the human vanilloid receptor TRPV1 | TRPV1-expressing cells, Fluo-8 calcium influx, agonist mode | 320,000 compounds, 0.19% hits | AID 540275 | activation, % at 8.33 µM; in the data active = activation above about 80%; inconclusive = between about 30% and that limit; note: 0% is about no effect
#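 Fluo-8 calcium influx in TRPV1-expressing cells, kinetic read (ex 480/em 520 nm). Compound added and read 3 min for agonist activity, followed by capsaicin at EC20 final and 2 min further read for enhancement.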
# USP2a block: inhibitors of human ubiquitin-specific protease USP2a; O75604; USP2 core, Ub-CHOP2 coupled fluorogenic reporter, 485/531; Potency, µM (doses to about 38.3 µM), for the others: at the top dose activity change, negative = inhibition, most hits filed as inhibitors; 330,000 compounds, 0.01% hits; AID 463254;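 note: potency is the fitted concentration of half-maximal effect; plate controls were DMSO wells for no effect and full inhibition by NEM control for full effect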
# Target sequence (O75604 whole entry, looked up): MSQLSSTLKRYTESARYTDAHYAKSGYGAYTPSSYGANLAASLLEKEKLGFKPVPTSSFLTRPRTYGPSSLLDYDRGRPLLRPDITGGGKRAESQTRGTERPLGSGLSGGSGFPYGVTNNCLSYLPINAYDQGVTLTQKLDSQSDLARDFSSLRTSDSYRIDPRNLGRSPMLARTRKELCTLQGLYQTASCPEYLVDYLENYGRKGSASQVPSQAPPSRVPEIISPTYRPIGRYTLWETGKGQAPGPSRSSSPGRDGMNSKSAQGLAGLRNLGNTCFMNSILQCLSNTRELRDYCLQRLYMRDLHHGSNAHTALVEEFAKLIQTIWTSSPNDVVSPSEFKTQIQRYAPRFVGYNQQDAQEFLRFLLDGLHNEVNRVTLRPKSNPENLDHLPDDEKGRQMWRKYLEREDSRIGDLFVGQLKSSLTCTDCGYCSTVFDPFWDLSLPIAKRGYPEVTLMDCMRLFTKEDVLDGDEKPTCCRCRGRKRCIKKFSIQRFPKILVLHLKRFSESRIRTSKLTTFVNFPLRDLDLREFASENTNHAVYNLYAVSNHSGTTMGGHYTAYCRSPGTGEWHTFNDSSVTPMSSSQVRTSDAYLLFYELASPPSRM
#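 Deubiquitinase activity read as fluorescence (485/531 nm) after Ub-CHOP2 cleavage activates the enterokinase reporter on its substrate; USP2 core 10nM, Ub-CHOP2 and substrate 25nM each, 30min compound preincubation then 60min RT; data normalized to NEM, curves fitted.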
# * = called active by the depositor; ? = inconclusive; . = not tested or not shown; [ ] = dose if it differs, or a comment. Unless noted, calls come from the whole dose curve; as a rule, active = well fitted curve in the direction sought with a large enough effect; inconclusive = small, poorly fitted or top-dose-only effect, or another doubt; inactive = no such curve, though single readings can be large; an effect the other way counts as inactive or inconclusive.
SMILES,AT treatment,hERG WT inh,KCNH2 3.1 inh,ELG1 DNA repair,TCR act,Eya2 inh,Mito fusion act,TSHR antagonist,TRPV1 agonist,USP2a block
CCOc1ccc(-n2c(C)nc3cc(C(=O)NCc4ccco4)ccc32)cc1,-8.6%,-4.2,-6.6,-19.1%,-0.4%,12.8%,-4.1%,-17.7,20.0,-2.4%
CCN(CC)C(=O)C(=O)c1cccn1-c1cccc(OC)c1C#N,4.1%,10.6,1.4,7.2%,-2.0%,4.8%,5.8%,-10.0,1.0,10.0%
CCCCCCC(=O)N/N=C/Cc1ccccc1,-2.5%,-8.0,-2.5,8.2%,-5.1%,-14.4%,0.4%,72.7,1.5,2.1%
NC(=O)c1cc([N+](=O)[O-])ccc1N1CCCCC1,-5.9%,?,-4.5,11.0%,1.1%[46.1 µM],-10.4%,-0.5%,16.5,8.4,-0.4%
Cc1nc(SC(C(=O)c2ccccc2)c2ccccc2)nc2ccccc12 (stereo not drawn),2.4%,8.3,?,-2.4%,0.7%[46.1 µM],4.3%,0.0%,0.6,0.2,0.2%
CSc1ccc(/C=C(\NC(=O)c2ccc(C)cc2)C(=O)NN)cc1,-2.7%,1.3,-36.0,18.3µM*,5.8%,4.4%,-2.4%,-6.3,3.4,2.4%
N=c1c(C(=O)NC2CCCC2)cc2c(=O)n3ccccc3nc2n1CCCN1CCOCC1,10.4%,-18.2,-18.5,4.1%,2.2%,-1.9%,5.7%,-19.3,-7.0,0.1%
CCN(Cc1nc2cc(Cl)ccc2c(=O)[nH]1)C(=O)C1CC(=O)N(c2cccc3ccccc23)C1 (stereo not drawn),-3.0%,-6.6,-4.5,-12.3%,-2.2%,-2.2%,-2.6%,-5.6,-0.2,-1.3%
COC(=O)[C@H](CCSC)NC(=O)NCCc1ccc(F)cc1,1.7%,18.0,18.8,4.0%,2.2%,3.3%,4.7%,-11.4,2.5,5.7%
CCN1C(=O)c2ccc(C(=O)Nc3nccs3)cc2C1=O,15.0%,-5.2,0.6,0.9%,-2.5%,-1.0%,0.7%,-3.4,-4.5,1.7%
COc1ccc(CNC2CCCCC2)cc1,7.3%,-5.9,3.2,2.8%,.,0.2%,-3.9%,1.7,1.4,0.1%
COc1cc(/C=C2/SC(=S)N(Cc3ccccc3)C2=O)ccc1O,10.2%,-7.4,-13.9,?,3.4%,?,-27.3%,-11.9,19.7,-0.2%
C/C(N)=C(/C#N)C(=O)CSc1cc(C)c2ccccc2n1,3.1%,.,2.1,8.4%,-5.2%,9.9%,-8.5%,-3.3,9.7,8.5%
COc1ccc(/C=C2/CCc3ccccc3C2=O)cc1OC,-2.0%,-42.9,-21.1,?,6.2%[46.1 µM],-13.7%,11.1%,-18.4,15.8,-1.4%
COc1ccc(N2C(=S)NC(C)(C)CC2(C)c2ccc(OC(C)=O)cc2OC(C)=O)cc1 (stereo not drawn),-0.5%,-12.0,1.2,-9.5%,-2.0%,9.4%,2.7%,-6.4,2.3,0.1%
O=C(NCc1ccccc1)c1ccc(CSc2ccccc2)o1,0.7%,-1.7,-2.0,-7.9%,-40.5%,0.0%,5.0%,-9.2,28.7,0.6%
Cc1nnc2ccc(N3CCN(c4cccc(C(F)(F)F)c4)CC3)nn12,-2.5%,7.0,-10.0,-15.8%,-4.2%,-9.3%,-17.4%,10.8,-6.2,0.1%
CCOP(=O)(OCC)/C(=C/N1CCCCC1)NC(=O)c1ccccc1,4.5%,-2.4,-5.5,?,-15.8%,0.1%,1.7%,7.5,5.2,0.9%
Cc1ccccc1NC(=O)COC(=O)c1c[nH]c(=O)[nH]c1=O,0.0%,-0.4,6.2,4.9%,-3.0%,0.7%,-1.9%,-5.8,2.4,0.1%
CC1CCC/C(=N\Nc2ccc(Cl)c(C(=O)O)c2)C1 (stereo not drawn),8.4%,-16.6,-10.6,?,0.6%[46.1 µM],0.5%,1.4%,1.2,-2.3,1.3%
Nc1nonc1C(=O)NCCNCc1ccccc1OCc1ccccc1F,-3.5%,-8.2,14.0,?,.,4.0%,-8.7%,-6.7,?,1.6%
CC(=O)Nc1ccc(S(=O)(=O)Nc2nc(C)cc(-n3nc(C)cc3C)n2)cc1,-5.0%,2.4,.,3.8%,2.6%,5.6%,-1.3%,-0.6,-4.7,-2.1%
c1cn2cc(CSC3CCCCC3)nc2s1,-1.2%,-6.6,2.5,?,1.8%,22.7%,-7.9%,.,1.9,-0.2%
COc1ccc(-c2nc3scc(-c4ccccc4)n3n2)cc1,11.1%,2.7,-4.0,7.6%,-0.5%,2.3%,4.6%,-13.8,4.3,1.4%
COC(=O)C1=C(C(=O)OC)C(c2cc([N+](=O)[O-])ccc2O)c2sc(=O)[nH]c2S1 (stereo not drawn),-1.9%,-4.4,-4.0,7.9%,0.1%,2.4%,-2.9%,-0.7,-4.9,2.1%
CC(OC(=O)CC1CC2CCC1C2)C(=O)Nc1ccc(N2CCOCC2)cc1 (stereo not drawn),2.6%,10.9,3.2,14.8%,-0.9%,5.7%,-7.8%,-2.6,12.9,0.9%
CCn1cnc2cc(NCc3ccc(OC)cc3)ccc21,.,5.6,-26.0,?,2.1%,0.5%,-1.5%,-7.2,-3.8,0.3%
COc1cccc(CN2CC(C(=O)NCc3cnn(C)c3)CCC2=O)c1 (stereo not drawn),3.6%,-7.5,.,?,-56.0%,-2.3%,2.1%,8.2,-2.9,0.7%
CCOC(=O)c1cccc(NC(=O)CN2C(=O)C3C4C=CC(C4)C3C2=O)c1 (stereo not drawn),-4.8%,-0.9,15.4,-3.6%,-2.2%,8.2%,-1.8%,0.2,0.5,0.9%
CC(Oc1ccccc1)C(=O)Nc1c2c(nn1-c1ccccc1)CS(=O)(=O)C2 (stereo not drawn),13.3%,0.1,.,0.5%,0.5%,-9.3%,1.0%,1.8,3.6,0.2%
Cc1ccc(C(=O)N/N=C2\CCc3ccccc32)c(C)c1,.,-9.9,17.7,?,5.6%[46.1 µM],-24.9%,-8.2%,8.0,-3.4,1.7%
CC1CCCC(C)N1CCNC(=O)Nc1ccc(Cl)cc1 (stereo not drawn),.,29.5,-32.8,9.6%,2.1%,8.3%,0.7%,2.8,-1.2,3.7%
Cc1cc(C)n(/C(=C\N(C)C)C(=O)c2ccc(Cl)cc2)n1,1.1%,-3.1,3.2,5.1%,-1.8%,3.7%,0.5%,3.3,0.0,3.6%
CC1CCc2ccccc2N1C(=N)N(C)C (stereo not drawn),-0.4%,-12.4,-2.1,22.0%,-0.7%,-7.3%,-2.5%,1.4,-2.2,0.6%
CNC(=O)/C(C#N)=C/c1ccc(-c2ccc(OC)cc2[N+](=O)[O-])o1,8.5%,0.3,2.6,?,-1.8%,-13.4%,5.8%,-5.4,1.6,-0.4%
Cc1cccc(NC(=O)CSc2nc(N)c(NC(=O)c3ccccc3F)c(=O)[nH]2)c1,2.6%,-7.2,.,7.7%,-13.4%,0.3%,-2.6%,-8.0,-5.4,-0.9%
CCOc1cc(C(=O)Nc2ncccn2)cc(OCC)c1OCC,4.2%,-0.8,-1.4,2.6%,-3.8%,-35.0%,-1.3%,6.3,-5.1,0.8%
C=C(C)c1cccc(C(C)(C)NC(=O)Nc2ccccc2OCC)c1,10.8%,-2.7,-27.9,-1.5%,-2.4%[46.1 µM],-12.0%,-7.5%,13.1,22.0,-1.2%
COc1cccc(N2CCN(C(=O)CN3C(=O)NC4(CCCC4)C3=O)CC2)c1,-0.5%,2.3,5.5,15.1%,-1.3%,-9.7%,-0.4%,24.4,3.7,-0.4%
Cc1ccc(S(=O)(=O)N(CC(=O)NC2CCCCCC2)c2ccccc2F)cc1,-0.6%,-14.0,6.4,5.2%,-4.1%,8.7%,-1.3%,10.4,?,3.2%
Cc1cc(Nc2ccc(C)c(Br)c2)n2nc(C)nc2n1,-1.8%,-6.6,0.8,10.9%,-5.2%[46.1 µM],-6.7%,-3.1%,8.9,0.8,0.2%
Cc1ccc(Oc2ccc(S(=O)(=O)NCC(C)(C)N3CCOCC3)cc2)cc1,8.1%,-10.8,0.0,.,3.1%,-2.2%,-2.3%,37.7,13.4,2.7%
CCN(CC)CCNC(=O)c1ccc(NS(=O)(=O)c2ccc3c(c2)OCCO3)cc1,5.6%,10.5,-3.0,3.2%,1.4%,15.1%,0.4%,3.2,-1.8,6.1%
Cc1cc(=O)oc2ccc(OC(C)C(=O)O)cc12 (stereo not drawn),7.3%,2.3,-2.4,1.4%,-0.8%[46.1 µM],5.5%,-1.4%,8.8,-2.0,3.3%

# Only part of the results is shown; the hit share may differ from the screen's.
